Screening results as filed in PubChem.
eIF4E-4G inh – eIF4E/eIF4G interaction inhibition in translation initiation; TR-FRET eIF4E-eIF4GI(517-606) binding, 2 h; inhibition, % at 21.7 µM; hit rate 0.37% among 220,000; AID 782;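 active means inhibition above about 30%, limit read from the data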;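 further: 0% = full FRET control wells and 100% = background wells lacking eIF4GI fragment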
NPY2 pot ag – potentiators or agonists of human neuropeptide Y receptor Y2; P49146; cells expressing NPY-Y2, potentiator/agonist read-out; activation, % at 3.6 µM; hit rate 0.45% among 220,000; in the data active means activation above about 27%;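 further: cells stimulated with NPY near EC25 plus isoproterenol at EC100; 0% = vehicle plus submaximal agonist and 100% = vehicle plus saturating agonist; some results beyond the cut were filed as inactive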
MDM2 E3 inh – Mdm2 E3 ligase (human) inhibition. Q00987. cell-based MDM2 ubiquitination luciferase reporter, 2 h; 0 = plate control, 100 = twice control, blank-subtracted. signal enhancement, % at 5 µM. hit rate 0.11% among 210,000;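 active means signal enhancement of 30% or more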;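 further: luminescence tracks abundance of the self-degrading MDM2-luciferase fusion protein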
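System: stable MDM2–luciferase fusion reporter cells / Input: 2000 cells seeded into each well / Schedule: 4 h settle plus 2 h compound, 37 °C / Compound: single-point 5 µM / Buffer or medium: cells held in DMEM / Benchmarks: control and blank well means / Evaluation: percent signal gain over controls, blank-subtracted / Measured by: luciferase luminescence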
S1P4 antag – antagonists of human S1P4 receptor; AID 1510; O95977; inhibition, % at 4.98 µM; hit rate 0.26% among 220,000; S1P4-expressing cells, antagonist mode, reporter read-out; in the data active means inhibition above about 29%;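 further: 0% = wells stimulated with agonist and 100% = vehicle wells without agonist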
Ba/F3 V617F tox – loss of viability in JAK2V617F-driven Ba/F3 cells | inhibition, % at 5.6 µM | Ba/F3 EpoR-JAK2V617F viability, ATP luminescence | hit rate 1.1% among 220,000 | AID 1446;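 active means inhibition above the campaign mean plus 3 SD over all tested compounds, cut at about 24% in these data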;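 further: cytokine-independent growth of Ba/F3 cells driven by EpoR plus mutant JAK2; 0% = DMSO-treated cells and 100% = JAK inhibitor I control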
Wee1 stabilizer – blocks degradation of human Wee1 kinase; P30291; reporter increase, % at 5 µM; hit rate 1.2% among 220,000; HeLa Luc-Wee1K328M stability, luciferase luminescence; 100% = proteasome inhibitor MG132 effect;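 active means activation above the mean of all tested compounds plus 3 SD, set per screening run, cut at about 8.8% in these data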;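 further: cells exposed to compound for 20 h before luminescence read; 0% = DMSO alone and 100% = MG132 at 30 µM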
BaF3 parental – reduces parental Ba/F3 cell viability, JAK2V617F counter-screen. CellTiter-Glo ATP luminescence. inhibition, % at 5.6 µM. hit rate 1.1% among 220,000. AID 1486;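 active means inhibition above a per-campaign cutoff, the mean inhibition of all tested compounds plus 3 SD, cut at about 27% in these data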;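 further: 0% = DMSO wells and 100% = JAK Inhibitor I control wells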
S1P4 ag – agonists of human S1P4 receptor. S1P4-expressing cell line, agonist reporter assay. activation, % at 4.98 µM. AID 1509. hit rate 0.35% among 220,000; in the data active means activation above about 11%;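 further: 0% = DMSO vehicle and 100% = reference agonist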
PERK inh – human PERK inhibition, primary cell-based screen. Q9NZJ5. CHO PERK-DD fusion, SEAP luminescence translation reporter. inhibition, % at 5.6 µM. hit rate 0.17% among 220,000. AID 1416;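 active means inhibition above the mean inhibition of all tested compounds plus 3 SD, set separately per screening campaign, cut at about 2.9% in these data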;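 further: PERK kinase domain activated by AP20187 dimerizer at 100 nM; 0% = DMSO with dimerizer and 100% = rapamycin at 8.4 µM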
Target sequence (Q9NZJ5 whole entry, looked up, the tested form may be a part): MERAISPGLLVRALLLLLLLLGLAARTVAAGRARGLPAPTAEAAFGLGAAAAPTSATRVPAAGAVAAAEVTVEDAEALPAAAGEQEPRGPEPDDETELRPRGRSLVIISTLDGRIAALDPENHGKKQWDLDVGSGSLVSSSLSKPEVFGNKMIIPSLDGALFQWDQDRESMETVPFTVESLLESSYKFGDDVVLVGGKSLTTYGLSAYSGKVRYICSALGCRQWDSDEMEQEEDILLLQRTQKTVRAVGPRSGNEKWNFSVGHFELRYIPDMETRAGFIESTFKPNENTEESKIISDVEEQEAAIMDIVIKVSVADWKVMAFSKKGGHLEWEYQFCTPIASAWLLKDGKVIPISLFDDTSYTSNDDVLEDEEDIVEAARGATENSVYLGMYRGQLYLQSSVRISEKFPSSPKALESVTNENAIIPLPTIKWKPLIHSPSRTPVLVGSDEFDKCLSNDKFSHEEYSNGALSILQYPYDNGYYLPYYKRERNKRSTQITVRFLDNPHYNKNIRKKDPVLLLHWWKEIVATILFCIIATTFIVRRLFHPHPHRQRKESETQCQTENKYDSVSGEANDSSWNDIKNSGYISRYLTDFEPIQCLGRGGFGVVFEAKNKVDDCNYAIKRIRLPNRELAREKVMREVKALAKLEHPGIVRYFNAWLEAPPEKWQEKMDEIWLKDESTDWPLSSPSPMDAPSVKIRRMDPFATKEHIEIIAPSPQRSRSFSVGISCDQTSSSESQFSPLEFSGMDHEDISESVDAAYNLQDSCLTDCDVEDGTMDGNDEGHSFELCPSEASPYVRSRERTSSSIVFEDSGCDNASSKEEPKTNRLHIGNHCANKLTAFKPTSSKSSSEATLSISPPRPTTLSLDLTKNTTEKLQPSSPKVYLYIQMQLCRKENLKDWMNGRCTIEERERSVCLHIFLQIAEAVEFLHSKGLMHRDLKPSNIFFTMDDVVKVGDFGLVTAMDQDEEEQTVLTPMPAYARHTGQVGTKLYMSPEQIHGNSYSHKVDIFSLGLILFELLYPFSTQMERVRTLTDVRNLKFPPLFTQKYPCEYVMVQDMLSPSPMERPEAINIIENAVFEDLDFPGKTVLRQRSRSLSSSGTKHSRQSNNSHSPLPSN
* hit, by the source's call; . = no result given; [ ] = dose if it differs, or a comment. Outcome played no part in choosing rows; about 4.1% have a hit in one of these screens.

Structure	eIF4E-4G inh	NPY2 pot ag	MDM2 E3 inh	S1P4 antag	Ba/F3 V617F tox	Wee1 stabilizer	BaF3 parental	S1P4 ag	PERK inh
CC(C)C(C)(C#N)NC(=O)CSc1nc(C2CCCCC2)n(-c2ccccc2)n1 (centres undefined)	11	1	-3	-16	1	-2	8	0.0	-0.9
COc1ccc(C2CC(c3ccccc3)n3nnnc3N2)cc1 (centres undefined)	-4	-4	-8	-2	3	6	6	0.5	0.1
Cn1cccc1/C=N\NC(=O)Cc1ccc(Br)c2ccccc12	1	14	-15	-7	2	-1	8	2.4	-0.7
COC(=O)C(C(=O)OC)N1C(=O)CCC1=O	-2	6	-7	-14	-1	1	1	0.3	0.9
CCOc1cc(CNc2ccc3c(c2)OCCO3)cc(Br)c1OC	0	-7	-11	-2	72*	1	73*	0.3	-1.1
O=C(Nc1ccccc1C(=O)O)c1ccc(Br)o1	2[fluorescence artefact?]	-11	-24	-5	24*	-1	4	-0.9	1.6
Cn1ncc(Br)c1C(=O)N1CCOCC1	14[fluorescence artefact?]	4	-9	-1	0	7	5	1.0	0.6
O=C(C1CCCO1)N1CCN(Cc2nc3ccccc3c(=O)[nH]2)CC1 (centres undefined)	-14	-13	-4	1	5	8	4	3.2	-0.2
CN(Cc1ccccc1)C(=O)c1oc(=O)c2ccccc2c1-c1ccccc1	4	-10	-12	-22	-1	-1	3	0.3	-0.8
CC(=O)OCc1ccccc1Sc1ccccc1C(=O)NCc1ccccc1	-7	12	5	13	-4	-1	1	-1.4	-0.3
Cc1ccc(S(=O)(=O)N2CCN(C(=O)c3ccc([N+](=O)[O-])cc3)C2)cc1	-3	-3	-9	-10	-1	-1	3	0.5	0.4
CCN1C(=O)C(CC(=O)Nc2ccc(OC)cc2)N(Cc2ccc(OC)c(OC)c2)C1=S (centres undefined)	-2	-9	-7	8	-4	0	-4	1.7	-1.8
CCN(CC)c1ccc(C2NCC(c3ccc([N+](=O)[O-])cc3)O2)cc1 (centres undefined)	0	-18	-12	-8	-3	-2	0	0.4	0.7
C(#Cc1ccc(C#CCN2CCOCC2)cc1)CN1CCOCC1	-1	2	-3	-16	-4	-1	3	-0.3	0.2
CSc1nnc(NC(=O)c2cc3ccccc3oc2=O)s1	-5	1	-15	-11	4	-1	9	-0.6	0.8
NC(=O)CN1C(=O)/C(=c2\sc3nc(=O)c(Cc4ccccc4)nn3c2=O)c2ccccc21	-4	-2	-8	-18	-1	-1	0	1.6	-0.4
CC1CCN(c2ccc([N+](=O)[O-])cn2)CC1	-3	6	-4	-19	-3	1	-1	-0.5	0.4
O=C1CSC(c2cn(-c3ccccc3)nc2-c2cc3ccccc3oc2=O)N1Cc1ccccc1 (centres undefined)	-11	-15	-13	-14	4	5	10	-0.9	-1.2
COc1ccc(/C=C/C(=O)OCC(=O)NCc2ccco2)cc1OC	6	-7	-1	-22	-2	2	8	-0.2	1.2
CC(C)CC(=O)Nc1sc2c(c1C(=O)O)CCCCC2	-3	-2	-3	1	-1	-1	3	1.3	-0.1

4 structures from above, sorted by formula weight, smallest number first.
Structure	eIF4E-4G inh	NPY2 pot ag	MDM2 E3 inh	S1P4 antag	Ba/F3 V617F tox	Wee1 stabilizer	BaF3 parental	S1P4 ag	PERK inh
CC(C)CC(=O)Nc1sc2c(c1C(=O)O)CCCCC2	-3	-2	-3	1	-1	-1	3	1.3	-0.1
O=C(Nc1ccccc1C(=O)O)c1ccc(Br)o1	2[fluorescence artefact?]	-11	-24	-5	24*	-1	4	-0.9	1.6
Cc1ccc(S(=O)(=O)N2CCN(C(=O)c3ccc([N+](=O)[O-])cc3)C2)cc1	-3	-3	-9	-10	-1	-1	3	0.5	0.4
CCN1C(=O)C(CC(=O)Nc2ccc(OC)cc2)N(Cc2ccc(OC)c(OC)c2)C1=S (centres undefined)	-2	-9	-7	8	-4	0	-4	1.7	-1.8

Further records follow:
Structure	eIF4E-4G inh	NPY2 pot ag	MDM2 E3 inh	S1P4 antag	Ba/F3 V617F tox	Wee1 stabilizer	BaF3 parental	S1P4 ag	PERK inh
O=[N+]([O-])c1cccc(-c2nnc(C34CC5CC(CC(C5)C3)C4)o2)c1	-7[fluorescence artefact?]	1	12	-25	2	-2	2	-1.4	0.9
O=C(NC(=S)Nc1ccc(F)c([N+](=O)[O-])c1)c1ccccc1F	-3	10	-19	1	-1	2	2	-1.7	-0.4
Cc1cc(C(=O)N(C)CC(=O)Nc2ccccc2C(F)(F)F)c(C)o1	-8[fluorescence artefact?]	3	-5	3	0	-2	0	1.9	0.4
CCCN1CNc2c(c(=O)[nH]c(=S)n2-c2ccc(Cl)cc2)C1	1	1	-3	5	-1	-2	-1	0.4	0.5
O=C(O)c1ccc(-c2ccc(/C=C3\NC(=O)N(Cc4ccc(Cl)cc4)C3=O)o2)cc1Cl	13	-7	-14	-3	1	-4	2	3.6	0.6
COc1cc(/C=C(/C(=O)c2cccs2)c2nc3ccccc3[nH]2)cc(OC)c1O	3[fluorescence artefact?]	4	-13	27	13	-1	1	0.9	-0.4
Cc1cccc(Cl)c1NC(=S)N1CCN(c2ccc([N+](=O)[O-])cn2)CC1	-3	-13	-9	8	-5	2	0	0.2	-2.3
O=C(NCc1ccco1)C(Cc1ccccc1)NS(=O)(=O)c1cccc2nsnc12 (centres undefined)	3	-7	-2	7	-2	-1	9	0.3	-0.2
Cc1ccc(OCC(=O)O/N=C(\N)c2cccc([N+](=O)[O-])c2)cc1C	-4	-27	-13	-5	-2	2	-3	0.3	1.1
C=CCn1c(CNC(=O)c2cccs2)nnc1SCC(=O)Nc1ccc(C(=O)O)cc1	-1[fluorescence artefact?]	-12	-1	-2	3	4	1	1.4	0.8
Cc1ccccc1NC(=O)NC1(C(=O)NCCCN2CCOCC2)CCCCC1	-4	7	3	1	-5	0	0	-1.5	-0.1
Cn1c(=O)[nH]c(=O)c2c1nc(CN(Cc1ccccc1)Cc1ccccc1)n2CCN1CCOCC1	7	9	-13	-10	-3	1	5	-1.6	-0.5
Cc1cc(-c2ccccc2C(=O)O)on1	-7	20	-17	-5	-3	-1	-1	-0.3	1.0
C[C@@H]1NC(=O)[C@H](CCCN=C(N)N)NC(=O)c2cc([N+](=O)[O-])cc(I)c2OCC[C@@H](C(N)=O)NC1=O	3[fluorescence artefact?]	7	.	6	-2	-2	5	0.4	0.7
Cc1cccc(-n2c(=O)[nH]c3c(C(N)=O)nc(C(C)C)nc32)c1	-6	-3	-13	-5	6	0	8	1.5	-1.2
CC(=O)c1ccc2c(c1)Cc1cc(C(C)=O)ccc1-2	2	8	-10	-16	-2	2	2	2.5	0.8
CCNc1nc(NC(C)C)nc(SCCOC(=O)c2ccccc2)n1	3[fluorescence artefact?]	-10	-3	15	0	2	2	2.8	-0.9
COc1ccc(/C=N/NC(=O)c2cccc(NC(=O)c3ccc(Cl)cc3)c2)c(OC)c1	10	6	0	-2	-4	-1	-2	2.8	-0.1
COc1cccc(C2C(C(=O)Nc3nc4ccccc4s3)=C(C)NC3=C2C(=O)CC(C)(C)C3)c1OC (centres undefined)	-1	-7	10	12	4	-3	2	0.6	-0.8
COc1cc(C(N)=O)cc(Br)c1OCc1ccccc1	19[fluorescence artefact?]	7	-3	-16	-1	2	4	0.6	0.5
O=C(O)c1ccccc1/C=N/NC(=O)c1cc(-c2ccco2)nc2ccccc12	45*	-5	-10	0	5	-2	1	-0.2	1.2
CC1(Cc2ccc3c(c2)OCO3)NC(=O)NC1=O (centres undefined)	6	-15	18	-7	-2	-2	1	-0.8	-0.1
O=C(CCC1CCCN(C(=O)CCN2CCCCC2=O)C1)NCc1ccccc1F (centres undefined)	-5	3	-17	0	0	-2	4	-1.2	1.3
CC1CCCCC1NC(=O)COC(=O)c1cc(=O)c2ccccc2o1 (centres undefined)	-2	4	-10	-2	-2	-2	7	1.8	0.7
O=C(COC(=O)CN1C(=O)C(=O)c2ccccc21)OCN1C(=O)c2ccccc2C1=O	-4	2	-8	3	-1	-4	6	1.0	2.2
Cc1nn(-c2ccccc2)c2nc(C(Cl)(Cl)Cl)[nH]c(=O)c12	6	0	-10	-9	1	2	-2	0.5	1.0
CCO/C=N/c1c(C#N)c(CC#N)nn1-c1ccccc1	-3[fluorescence artefact?]	2	-16	-2	-2	-2	0	-1.4	0.4
CC12CCC(C(=O)Nc3ccccc3N3CCOCC3)(CC1=O)C2(C)C (centres undefined)	-7	3	23	3	1	-2	4	1.4	-0.6
O=c1c2ccccc2nc(CSc2nnnn2-c2ccccc2)n1-c1cccc(C(F)(F)F)c1	-1[fluorescence artefact?]	-2	-17	-13	-4	0	1	-2.7	-0.5
COCCn1c(SCC(=O)Nc2cccc(OC)c2)nnc1-c1ccc(Cl)cc1	0	-15	-19	-1	1	4	2	-0.6	-1.4
CCCN(CCC)C(=O)CC(c1ccccc1)c1ccc(C)cc1O (centres undefined)	-3[fluorescence artefact?]	-4	-8	2	1	4	1	-1.2	-1.0
Cc1nnc(SCC(=O)Nc2ncc3c(n2)CC(C)(C)CC3=O)s1	-9[fluorescence artefact?]	-3	-1	-9	0	1	4	0.0	0.0
CN1C(=O)N(C)C2(C)CC1(C)N(C)C(=O)N2C	4	6	-14	0	-2	0	-1	0.5	1.8
O=C(Cn1c(=O)oc2cc(S(=O)(=O)N3CCc4ccccc43)ccc21)N1CCCCC1	4	-6	-15	-3	2	0	12	-0.4	0.0
CN(C(=O)COC(=O)c1c2c(nc3ccccc13)/C(=C/c1cccc([N+](=O)[O-])c1)CCC2)C1CCS(=O)(=O)C1 (centres undefined)	1	13	-15	-4	2	2	7	-0.5	-0.9
O=C(N/N=C/c1cccc([N+](=O)[O-])c1)C1CC(=O)N(c2ccc(Br)cc2)C1 (centres undefined)	0	-7	-13	-6	1	1	4	1.6	0.4
COc1ccccc1NC(=O)CN(Cc1ccco1)C(=O)c1ccc(=O)[nH]c1	7	-23	-26	5	-4	2	2	-0.7	0.7
CCOc1c(CNCc2ccc(C(=O)O)cc2)cccc1OC	-2	-4	1	-6	-2	5	5	1.1	1.9

Rewritten with values under each structure: entries from further up
Results follow in this order: eIF4E-4G inh, NPY2 pot ag, MDM2 E3 inh, S1P4 antag, Ba/F3 V617F tox, Wee1 stabilizer, BaF3 parental, S1P4 ag, PERK inh
Cc1nn(-c2ccccc2)c2nc(C(Cl)(Cl)Cl)[nH]c(=O)c12
    6, 0, -10, -9, 1, 2, -2, 0.5, 1.0
CCCN(CCC)C(=O)CC(c1ccccc1)c1ccc(C)cc1O (centres undefined)
    -3[fluorescence artefact?], -4, -8, 2, 1, 4, 1, -1.2, -1.0

Quoted at random: 2 compounds from above.
Structure	eIF4E-4G inh	NPY2 pot ag	MDM2 E3 inh	S1P4 antag	Ba/F3 V617F tox	Wee1 stabilizer	BaF3 parental	S1P4 ag	PERK inh
C[C@@H]1NC(=O)[C@H](CCCN=C(N)N)NC(=O)c2cc([N+](=O)[O-])cc(I)c2OCC[C@@H](C(N)=O)NC1=O	3[fluorescence artefact?]	7	.	6	-2	-2	5	0.4	0.7
O=[N+]([O-])c1cccc(-c2nnc(C34CC5CC(CC(C5)C3)C4)o2)c1	-7[fluorescence artefact?]	1	12	-25	2	-2	2	-1.4	0.9
